Screens as filed in PubChem.
EBNA-1 inh: EBNA-1 DNA-binding inhibitors, primary screen, biochemical, fluorescence polarization; inhibition, % at 14.8 µM; hit rate 0.34% among 300,000; AID 1950, 2009; in the data active means inhibition above about 28%
LYPLA1 inh: LYPLA1 inhibitors, primary screen, counter-screen for PME1 inhibitor project, biochemical, fluorescence polarization, FP-Rh probe ABPP; Acyl-protein thioesterase 1 (Homo sapiens), O75608; recombinant LYPLA1; hit rate 0.16% among 320,000; inhibition, % at 5.9 µM;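 active means inhibition above the mean of all tested compounds plus 3 SD, set per campaign, cut at about 14% in these data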;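 further: inhibitors block serine hydrolase probe labeling of LYPLA1 so polarization falls; 0% = enzyme with DMSO and 100% = wells lacking LYPLA1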
Target sequence (O75608 whole entry, looked up): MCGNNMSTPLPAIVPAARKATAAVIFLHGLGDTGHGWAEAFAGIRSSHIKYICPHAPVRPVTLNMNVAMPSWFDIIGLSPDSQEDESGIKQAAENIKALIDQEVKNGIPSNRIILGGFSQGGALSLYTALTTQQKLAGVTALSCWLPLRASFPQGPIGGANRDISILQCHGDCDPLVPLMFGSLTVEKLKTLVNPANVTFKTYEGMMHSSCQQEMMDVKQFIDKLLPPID
PAFAH1B3 inh: PAFAH1B3 enzyme inhibitors, primary screen, biochemical, fluorescence polarization, human; hit rate 0.28% among 340,000; inhibition, % at 3.39 µM; Platelet-activating factor acetylhydrolase IB subunit alpha1 (Homo sapiens), Q15102; recombinant PAFAH1B3, FP-rhodamine probe;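 active means inhibition above the screen-wide average of all tested compounds plus 3 SD, cut at about 25% in these data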;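 further: 0% = enzyme with DMSO only and 100% = wells lacking PAFAH1B3 protein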
Target sequence (Q15102 whole entry, looked up): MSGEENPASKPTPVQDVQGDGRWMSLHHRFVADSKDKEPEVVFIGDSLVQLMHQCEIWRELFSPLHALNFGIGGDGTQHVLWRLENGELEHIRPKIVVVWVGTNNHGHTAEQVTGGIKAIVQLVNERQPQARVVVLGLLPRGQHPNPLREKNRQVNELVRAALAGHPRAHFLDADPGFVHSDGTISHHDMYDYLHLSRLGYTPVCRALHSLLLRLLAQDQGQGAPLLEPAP
LYPLA2 inh: LYPLA2 inhibitors, primary screen, counter-screen for PME1 inhibitor project, biochemical, fluorescence polarization, FP-Rh probe ABPP | recombinant LYPLA2 | inhibition, % at 5.9 µM | hit rate 0.38% among 320,000;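 active means inhibition above the screen-wide mean plus 3 SD, limit set per campaign, cut at about 26% in these data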;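 further: 0% = LYPLA2 with DMSO and 100% = wells lacking LYPLA2 enzyme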
Target sequence (O95372 whole entry, looked up): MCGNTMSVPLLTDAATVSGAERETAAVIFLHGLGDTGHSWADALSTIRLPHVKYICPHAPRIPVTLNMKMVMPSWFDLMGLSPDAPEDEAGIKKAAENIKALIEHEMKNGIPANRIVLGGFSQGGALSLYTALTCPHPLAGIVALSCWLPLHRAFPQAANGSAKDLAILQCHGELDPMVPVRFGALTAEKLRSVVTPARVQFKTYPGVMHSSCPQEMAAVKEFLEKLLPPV
PREPL inhibitor: PREPL enzyme inhibitors, primary screen, biochemical, fluorescence polarization; recombinant PREPL, fluorescence polarization activity-based probe; inhibition, % at 5.96 µM; hit rate 0.68% among 320,000; Prolyl endopeptidase-like (Homo sapiens), Q4J6C6; in the data active means inhibition above about 43%;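 further: 0% = enzyme with DMSO and 100% = wells lacking enzyme; many of its hits are not listed in these tables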
ZTA DNA inh: blocks Epstein-Barr virus ZTA, an EBNA-1 counter-screen; ZTA-DNA binding, fluorescence polarization; hit rate 0.15% among 320,000; inhibition, % at 11 µM; in the data active means inhibition above about 33%
pPAFAH inh: pPAFAH enzyme inhibitors, primary screen, biochemical, fluorescence polarization, human; hit rate 1.5% among 330,000; recombinant pPAFAH, FP-rhodamine probe fluorescence polarization; inhibition, % at 3.39 µM; Platelet-activating factor acetylhydrolase (Homo sapiens), Q13093;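 active means inhibition above the mean inhibition across the screen plus 3 SD, cut at about 25% in these data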;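 further: inhibitors block binding of the rhodamine activity-based probe so polarization drops; 0% = enzyme with DMSO and 100% = wells lacking pPAFAH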
PAFAH1B2 FP inh: PAFAH1B2 enzyme inhibitors, primary screen, biochemical, fluorescence polarization, human; AID 492953, 2010; hit rate 1.2% among 340,000; recombinant PAFAH1B2, FP-rhodamine activity probe; Platelet-activating factor acetylhydrolase IB subunit alpha2 (Homo sapiens), P68402; inhibition, % at 3.39 µM;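 active means inhibition above the mean of all tested compounds plus 3 SD, cut at about 24% in these data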;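 further: 0% = enzyme with DMSO and 100% = wells lacking PAFAH1B2; many of its hits are not listed in these tables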
Target sequence (P68402 whole entry, looked up): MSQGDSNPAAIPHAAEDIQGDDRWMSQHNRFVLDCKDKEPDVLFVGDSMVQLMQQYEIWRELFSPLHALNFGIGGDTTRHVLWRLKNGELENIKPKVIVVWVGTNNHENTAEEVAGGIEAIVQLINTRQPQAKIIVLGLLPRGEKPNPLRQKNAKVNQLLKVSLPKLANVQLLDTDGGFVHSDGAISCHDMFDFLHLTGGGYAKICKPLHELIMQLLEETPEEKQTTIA
PAFAH2 FP inh: PAFAH2 enzyme inhibitors, primary screen, biochemical, fluorescence polarization, human; AID 492956, 2010; hit rate 0.99% among 340,000; recombinant PAFAH2, FP-rhodamine activity probe; inhibition, % at 3.39 µM;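 active means inhibition above the mean over all tested compounds plus 3 SD, cut at about 30% in these data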;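 further: inhibitors block probe labeling of enzyme so polarization drops; 0% = enzyme with DMSO and 100% = wells lacking PAFAH2 protein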
* marks the source's active call; other numbers are inactive results; x = no result given. A portion of the library (hit frequency here may not be typical).

SMILES	EBNA-1 inh	LYPLA1 inh	PAFAH1B3 inh	LYPLA2 inh	PREPL inhibitor	ZTA DNA inh	pPAFAH inh	PAFAH1B2 FP inh	PAFAH2 FP inh
Cc1ccc(S(=O)(=O)N(CC(=O)NCCSCc2ccco2)c2cc(C)ccc2C)cc1	2	-2	3	-5	6	6	9	1	5
CC(C)(OC(=O)c1cccs1)c1cc2ccccc2c(=O)o1	x	2	6	6	-14	-3	1	5	-2
CCCc1nc2c(sc3nc4c(cc32)COC(C)(C)C4)c(=O)n1CCN(CC)CC	3	3	2	8	2	5	1	1	8
Cc1c(C(=O)N2CCCCC2)c(S(=O)(=O)NCCc2ccccc2)c(C)n1C	7	-2	2	-5	1	1	1	3	0
COC(=O)c1ccc(C(=O)N(C)C2CCCN(Cc3ccccc3F)C2)nc1 (stereo not given)	9	-1	10	2	19	-5	-3	4	2
CC1(C)N=c2ccc([N+](=O)[O-])c(N)c2=[N+]1[O-]	3	-3	-1	-6	-4	4	-1	1	6
CN(C)C1=NCCN1CCC1CCCC1	11	-2	0	-5	-2	12	2	0	-1
CCOC(=O)N1CCN(S(=O)(=O)c2ccc(OCC)cc2)CC1	-3	0	4	-3	-8	-18	1	8	-1
C=CCn1c(SCc2ccc(F)cc2)nnc1-c1sc2nc(C)cc(C)c2c1N	12	2	x	0	29	0	3	x	x
COCCCNC(=O)CSc1c2c(nc3ccc(Cl)cc13)CCCC2	1	-2	-7	5	3	-16	-1	1	0
O=S(=O)(NC1=NCCC1)c1ccc(F)cc1	0	0	5	2	7	6	-2	6	-1
CC1CCC/C(=C\Nc2ccc(C(=O)O)c(O)c2)C1=O (stereo not given)	-3	-1	7	3	0	16	11	3	8
Cc1ccc(NC(=O)CSc2nc(=O)n(CCCN(C)C)c3c2CCC3)c(C)c1	-10	0	9	-1	14	2	-1	-10	-4
Cc1oc2cc(O)cc(C)c2c(=O)c1-c1cnn(-c2ccccc2)c1	-3	-5	6	-6	-13	-4	-1	2	7
COc1ccc(CNC(=O)[C@H](C)NC(=O)C2CC(=O)N(c3ccc(OC)cc3)C2)cc1 (stereo not given in full)	-10	-4	3	-2	2	-8	5	1	1
COc1ccc(S(=O)(=O)n2nc(-c3ccc(Cl)cc3)cc2N)cc1	-4	-5	-1	-5	-50	1	12	3	1
Cc1ccc2c(c1)N(C(=O)CCC(=O)NCCN1CCOCC1)CC(C)O2 (stereo not given)	-9	0	4	5	-9	-12	2	3	-8
CCN(CC)CCN(Cc1cc2cc(C)c(C)cc2[nH]c1=O)C(=S)NCc1ccco1	-4	1	7	3	-12	-14	5	1	1
CN1CCN(c2ccc(Cl)cc2NC(=O)c2ccc(=O)n(C)n2)CC1	5	3	-2	4	11	-2	3	1	7
CCOC(=O)c1oc2ccccc2c1NC(=O)c1cccc(OC)c1	-3	-8	4	-4	-2	-7	2	-2	-7
O=C(Nc1ccccc1Cl)c1sccc1-c1ccccc1	6	-2	7	-1	-1	13	4	12	-4
COc1ccc(C(=O)N/C(=C\c2cccc3ccccc23)C(=O)N2CCN(C)CC2)cc1	x	-3	-2	2	4	-3	-1	-5	-6
O=C(CN(Cc1ccco1)C(=O)CCC(=O)Nc1nccs1)NCc1ccccc1	-9	-2	5	-3	-16	-15	3	-2	-2
CCc1ccc(N(C(=O)CNC(=O)c2ccco2)C(C(=O)NC2CCCC2)c2ccncc2)cc1 (stereo not given)	-4	-2	3	4	0	-16	0	6	1
CC(=O)Nc1cc(C)nn1-c1nc(C)cc(C)n1	7	-3	12	1	-5	5	1	2	0
CCOc1cc(/C=N\NC(N)=O)cc(Br)c1OC(C)C	-3	-1	-4	0	9	-15	2	-1	1
COC(=O)c1ccc(N2CCOCC2)c(NC(=O)c2cccs2)c1	7	2	-3	3	-2	5	3	2	0
COc1ccc2c(c1)c(CC(=O)Nc1ccccc1OC)c(C)n2C(=O)c1ccc(Cl)cc1	0	-6	-9	-12	-9	-3	8	-6	2
COc1ccc(N2C(=O)CS/C2=N\C(=S)Nc2ccccc2)cc1	6	0	-1	1	2	6	7	-5	-7
CCOC(=O)Cc1csc(NC(=O)COc2ccc3c(c2)CCC3)n1	0	0	2	5	-39	0	2	5	4
CNc1c(NS(=O)(=O)c2ccc3c(c2)CCCC3)c(=O)oc2ccccc12	8	3	1	-1	-6	6	0	4	7
CC(C)(C)c1ccc(-c2nn(CCC#N)cc2/C=N/O)cc1	-1	-2	-4	3	-5	2	5	8	-3
O=C(COc1ccccc1Cl)Nc1ccc(CN2CCCCC2)cc1	-2	1	4	5	13	-13	2	1	1
COc1ccc(OCCCSc2ncccn2)cc1	13	2	-4	6	2	2	7	-2	6
CC(Sc1nnc(C2CC2)n1C1CC1)C(=O)Nc1cccc(S(=O)(=O)N2CCOCC2)c1 (stereo not given)	x	-2	6	3	5	-23	-9	0	-2
N=C1/C(=C\c2ccc(OC(=O)c3ccccc3Cl)cc2)C(=O)N=C2SC(N3CCOCC3)=NN12	-2	-7	16	5	53*	9	36*	5	8
COC(=O)c1ccc(NC(=O)c2cc(-c3ccncc3)nc3ccccc23)cc1	x	-8	0	-9	2	0	-2	4	1
O=c1[nH]c(SCCOc2ccccc2F)nc2ccccc12	2	-3	6	2	-5	8	6	3	2
Cc1noc(NS(=O)(=O)c2ccc(NC(=O)C(CC(C)C)N3C(=O)c4ccccc4C3=O)cc2)c1C (stereo not given)	0	0	1	5	-11	14	7	3	-1
c1ccc(CNc2nnnn2-c2ccccc2)cc1	0	1	4	5	7	-21	2	1	2

Grouped by structure, the compounds so far with fluorine (4)
SMILES	EBNA-1 inh	LYPLA1 inh	PAFAH1B3 inh	LYPLA2 inh	PREPL inhibitor	ZTA DNA inh	pPAFAH inh	PAFAH1B2 FP inh	PAFAH2 FP inh
COC(=O)c1ccc(C(=O)N(C)C2CCCN(Cc3ccccc3F)C2)nc1 (stereo not given)	9	-1	10	2	19	-5	-3	4	2
C=CCn1c(SCc2ccc(F)cc2)nnc1-c1sc2nc(C)cc(C)c2c1N	12	2	x	0	29	0	3	x	x
O=S(=O)(NC1=NCCC1)c1ccc(F)cc1	0	0	5	2	7	6	-2	6	-1
O=c1[nH]c(SCCOc2ccccc2F)nc2ccccc12	2	-3	6	2	-5	8	6	3	2

(continued)
SMILES	EBNA-1 inh	LYPLA1 inh	PAFAH1B3 inh	LYPLA2 inh	PREPL inhibitor	ZTA DNA inh	pPAFAH inh	PAFAH1B2 FP inh	PAFAH2 FP inh
CSc1ccccc1NC(=S)Nc1ccc(S(N)(=O)=O)cc1	2	0	2	2	0	7	1	0	-4
COC(=O)c1ccccc1NC(=O)c1ccco1	-7	-1	4	-2	12	12	-4	3	6
Cc1cn(C2OC(COC(=O)c3ccccc3)C(O)C2O)c(=O)[nH]c1=O (stereo not given)	1	1	1	2	3	3	-5	-4	-1
CCc1noc(C)c1C(=O)Nc1cccc(S(=O)(=O)N(C)c2ccccc2)c1	-6	0	12	-1	-10	6	3	1	7
CCOC(=O)N1CCN(CC(O)COc2ccc(-c3ccccc3)cc2)CC1 (stereo not given)	-7	2	7	8	15	-9	5	1	-9
O=C(CSc1nc(C2CC2)nc2ccccc12)Nc1cccc(O)c1	13	-2	4	-1	10	-5	0	0	-12
O=S(=O)(Nc1ccc(S(=O)(=O)N2CCOCC2)cc1)c1ccccc1	7	-2	-1	-6	7	0	-1	5	0
CN(CCOc1ccccc1)C(=S)Nc1ccc(OC(F)F)cc1	-6	3	6	5	-47	-10	-1	6	0
COc1ccc(OC)c(C2C(C(=O)Nc3ccc(F)cc3)=C(C)Nc3nc(CCCO)nn32)c1 (stereo not given)	1	4	6	-1	-3	-1	0	-2	-13
CC1=CCC(C(=O)O)C(C(=O)O)C1 (stereo not given)	-3	-5	6	-4	4	-8	0	0	2
Cn1cccc1Cc1nnc(SCC(=O)NCc2ccco2)n1CCc1ccccc1	3	-2	0	-1	19	-11	10	7	7
O=C(CN1C(=O)NC2(CCCCC2)C1=O)Nc1cc(C(F)(F)F)ccc1N1CCCCC1	-2	-2	4	-5	2	11	2	-1	1
CC1=Nc2cc(C(=O)N3CCCC3)ccc2Sc2ccc(C)cc21	-18	1	5	2	-3	-11	3	-3	22
COc1ccc(-c2cccc(-c3cc(=O)oc4cc(OC)cc(OC)c34)c2)cc1	x	x	6	x	x	x	2	-4	-1
CC1CCCCN1C(=O)c1cc(F)c(F)cc1Cl (stereo not given)	4	1	6	-2	-5	11	1	2	8
Cc1cc(C)c(C#N)c(Nc2ccccc2)n1	14	-1	-5	2	-1	11	4	0	-7
CC(=O)Nc1nc(COc2ccccc2)cs1	8	1	2	2	19	-3	8	1	-7
CCCn1c(CCC(=O)O)ccc1-c1ccc(F)cc1	10	-1	-11	-2	5	18	9	17	2
Cc1ccc(-c2csc(NCCc3nc4cc(Cl)c(Cl)cc4n3CCOCCO)n2)cc1	10	-1	3	-3	25	-9	9	19	3
COc1ccc(OC)c(NC(=O)C(CCS(C)(=O)=O)NC(C)=O)c1 (stereo not given)	7	2	7	4	3	20	3	4	12
COc1cc(NS(=O)(=O)c2ccc(NC(=O)CN3C(=O)c4ccccc4C3=O)cc2)ncn1	1	1	1	1	2	-18	0	3	-11
O=C(O)CSc1nnc(-c2cc3ccccc3o2)n1-c1ccccc1	13	0	4	0	7	15	2	6	-5
CC1(C)Oc2ccc3ccc(=O)oc3c2C(/C=N/O)=C1Cl	-10	1	5	-4	-13	-11	5	3	-2
COc1cccc2cc(C(=O)NCc3ccc(Cl)cc3)c(=N)oc12	1	2	-1	2	5	4	6	6	-1
COc1ccccc1CNC(=O)c1cccs1	9	-6	10	-7	0	2	5	-5	-1
COc1ccccc1Nc1nnc(Cc2ccccc2)c(=O)[nH]1	-10	-1	-11	-2	0	-36	9	5	-1
Cc1ccc(S(=O)(=O)N(C)CC(=O)N2CCc3ccccc32)cc1	-7	1	5	9	-2	-18	8	-2	12
CCC(C)NC(=O)CC(NS(=O)(=O)c1ccc(C)cc1)c1ccc(OC)cc1 (stereo not given)	2	1	9	4	11	8	4	13	4
CCOC(=O)C1=C(CC)OC(N)=C(C#N)C1c1ccc(OC)cc1OC (stereo not given)	-5	1	-4	3	9	-5	-2	7	0
COc1ccc(CCNC(=O)CN2C(=O)COc3ccc(S(=O)(=O)N4CCOCC4)cc32)c(OC)c1	2	0	2	-4	3	-10	2	1	0
O=[N+]([O-])c1cccc2c(S(=O)(=O)N3CCOCC3)cccc12	-17	0	1	-2	2	-7	5	6	-7
Cc1ccc(/C=C2\SC(=S)N(CCC(=O)NNC(=O)c3cccc(O)c3)C2=O)cc1	8	-36	-46	-66	-80	-4	-9	-22	-70
COCCNC(=O)CN(C(=O)CCC(=O)Nc1ccccn1)c1ccc(C)cc1C	2	3	7	4	14	1	-1	-3	2
Cc1ccc(-c2ccc(/C=C3\SC(N4CCOCC4)=NC3=O)o2)cc1	-10	9	12	2	43	-10	15	3	5
CCOC(=O)c1[nH]c(C)c(/C(O)=C2\C(=O)C(=O)N(CCN3CCOCC3)C2c2ccco2)c1C (stereo not given)	0	1	0	1	5	-16	1	1	1
CC(C)N(C(=O)CSc1nnc(NC(=O)C2CCC2)s1)C(C)C	2	-2	16	3	-20	-2	3	11	4
